Source: PubChem BioAssay (several laboratories)
Cardiac RTF inh: cardiac RTF calcium sensitivity inhibitors, primary screen, biochemical, IANBD-TnC fluorescence, EC70 calcium | actives 0.12% (n = 340,000) | Troponin I, cardiac muscle (Homo sapiens) + Troponin T, cardiac muscle (Homo sapiens) + … | IANBD-labeled cardiac RTF, Ca2+ fluorescence | inhibition, % at 7.15 µM;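 active = inhibition above the mean inhibition of all tested compounds plus 3 SD, cut at about 17% in these data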;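 note: assay run at fixed EC70 calcium of 1.6 mM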
OPRM1-OPRD1 inv: inverse agonists of MOR-DOR heterodimerization, primary screen, cell-based, luminescence | cell-based MOR-DOR heterodimer luminescence, inverse agonism | inhibition, % at 9.3 µM | actives 0.21% (n = 340,000); in the data active = inhibition above about 22%, passing the limit was not always enough;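 note: 0% = cells with DMSO and 100% = wells without cells with DMSO; values of inactives mirror those of a sister screen read the other way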
DSG3 Ab inh: inhibitors of pemphigus antibody binding to DSG3, primary screen, biochemical, bead-based, flow cytometry, scFv-GFP. Desmoglein-3 (Homo sapiens), P32926. DSG3-coupled beads, scFv-anti-DSG3-GFP binding; hits give low values. binding (percent of control), % at 10 µM. actives 0.48% (n = 310,000). AID 588358, 2011;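 active = binding more than 3 SD below its plate's average and above zero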;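 note: hits lower antibody fragment binding to DSG3; some compounds called inactive have numbers as strong as hits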
Target sequence (P32926 whole entry, looked up, the tested form may be a part): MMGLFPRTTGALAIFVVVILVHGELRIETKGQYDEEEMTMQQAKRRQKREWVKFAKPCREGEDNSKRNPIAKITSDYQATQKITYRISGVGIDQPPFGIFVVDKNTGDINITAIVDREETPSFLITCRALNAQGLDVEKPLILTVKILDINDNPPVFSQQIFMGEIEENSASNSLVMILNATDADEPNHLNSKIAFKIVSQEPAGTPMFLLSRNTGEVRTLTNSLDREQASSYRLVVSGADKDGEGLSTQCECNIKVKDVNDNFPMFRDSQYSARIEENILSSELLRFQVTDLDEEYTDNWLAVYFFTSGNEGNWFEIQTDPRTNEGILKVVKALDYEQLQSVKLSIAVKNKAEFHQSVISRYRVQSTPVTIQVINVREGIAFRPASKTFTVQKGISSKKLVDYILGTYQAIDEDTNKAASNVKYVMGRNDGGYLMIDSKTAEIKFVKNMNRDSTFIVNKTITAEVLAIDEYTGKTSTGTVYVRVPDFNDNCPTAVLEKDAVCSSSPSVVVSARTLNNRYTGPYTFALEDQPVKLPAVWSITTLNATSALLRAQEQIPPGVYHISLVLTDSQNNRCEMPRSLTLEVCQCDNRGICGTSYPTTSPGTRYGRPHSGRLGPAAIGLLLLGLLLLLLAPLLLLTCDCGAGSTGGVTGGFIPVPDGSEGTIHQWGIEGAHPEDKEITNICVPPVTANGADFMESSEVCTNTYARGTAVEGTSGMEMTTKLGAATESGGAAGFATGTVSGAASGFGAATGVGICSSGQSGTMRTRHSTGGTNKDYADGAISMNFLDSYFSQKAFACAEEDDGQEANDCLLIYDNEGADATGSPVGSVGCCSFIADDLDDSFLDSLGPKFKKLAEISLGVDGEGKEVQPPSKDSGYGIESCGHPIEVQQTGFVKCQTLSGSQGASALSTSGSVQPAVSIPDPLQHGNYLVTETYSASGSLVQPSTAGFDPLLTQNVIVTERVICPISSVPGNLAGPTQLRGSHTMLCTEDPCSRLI
V-ATPase pHluor: regulators of yeast V-ATPase proton pumping, primary screen, pHLuorin cytosolic pH fluorescence; actives 0.37% (n = 350,000); S. cerevisiae; response, % at 10 µM; in the data active = response mostly above about 7.3%, no sharp cut-off; inactive = mostly below about 5.4%; note: actives read high; inactives centre near 0; some compounds called inactive have numbers as strong as hits; reference of the scale not given here
C-LANA FP: inhibitors of KSHV C-LANA binding to DNA, primary screen, biochemical, fluorescence polarization, FAM-LBS DNA, MBP-C-LANA, single point; inhibition, % at 9 µM; actives 0.078% (n = 340,000); Kaposi's sarcoma herpesvirus LANA C-terminal domain (residues 932-1162) DNA binding;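 active = highest replicate inhibition at or above 60% at 9 µM, even if other replicates fall short; inactive = all replicates below 60% inhibition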;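 note: 0% = neutral control wells and 100% = 4 µM acridine orange control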
Arrestin-AP2 inh: inhibitors of beta-arrestin/AP2 binding, primary screen, biochemical, GPCR trafficking, flow cytometry. beta-arrestin 1 C-terminal peptide binding to AP2 beta2-adaptin appendage (human). FITC-arrestin peptide / GST-AP2 beads; AP2 beta2 appendage carries R879A mutation. inhibition, % at 10 µM. actives 0.31% (n = 340,000). AID 504490, 2011;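 active = inhibition above a set limit, near 3 SD of compounds lacking own fluorescence, cut at about 54% in these data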;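 note: plate controls were DMSO wells for no effect and 5 µM unlabelled arrestin peptide for full effect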
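system = GST-tagged AP2 beta2-adaptin appendage (R879A) on 4 µm glutathione beads | reagent = FITC-labelled arrestin peptide probe, 50 nM final | schedule = compound with beads 12 min RT, then probe 1 h RT | signal = HyperCyt-sampled flow cytometry, FL1 channel, ex 488/em 535 nm | read-out = percent response from loss of bead-bound FITC fluorescence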
OPRM1-OPRD1 ag: agonists of OPRM1-OPRD1 heterodimerization, primary screen, cell-based, luminescence. Mu-type opioid receptor (Homo sapiens) + Delta-type opioid receptor (Homo sapiens), …. AID 504326, 2011. actives 0.3% (n = 340,000). activation, % at 9.3 µM. cells; in the data active = activation above about 18%;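 note: 0% = vehicle-treated cells and 100% = reference agonist; values of inactives mirror those of a sister screen read the other way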
cardiac RTF act: cardiac RTF calcium sensitivity activators, primary screen, biochemical, IANBD-TnC fluorescence, EC20 calcium; IANBD-labeled TnC RTF fluorescence at EC20 calcium; 0% EC20 calcium, 100% full calcium; activation, % at 7.2 µM; actives 0.24% (n = 340,000); AID 493008, 2010;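 active = activation above the mean over all tested compounds plus 3 SD, cut at about 30% in these data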;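 note: rise in fluorescence read as greater calcium sensitivity of cardiac thin filaments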
Keap1-Nrf2 PPI: Keap1-Nrf2 protein-protein interaction inhibitors, primary screen, biochemical, fluorescence polarization, single point | Kelch-like ECH-associated protein 1 (Homo sapiens), Q14145 | inhibition, % at 9.4 µM | AID 504523, 2011 | actives 0.15% (n = 340,000) | Keap1 Kelch-Nrf2 peptide fluorescence polarization, 1536-well; in the data active = inhibition above about 12%;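 note: human Keap1 Kelch domain with fluorescein labeled Nrf2 9mer peptide probe; 0% = neutral control wells and 100% = peptide positive control; higher means more block of Keap1 binding to Nrf2 peptide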
Wnt act: Wnt/beta-catenin pathway activators, primary screen, cell-based, plate reader, single point. Wnt/beta-catenin reporter cell assay, activator. activation, % at 9.35 µM. actives 1.2% (n = 300,000); in the data active = activation above about 30%, passing the limit was not always enough;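 note: 0% = neutral control wells and 100% = positive control wells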
* hit, by the source's call; . = no result given.

SMILES	Cardiac RTF inh	OPRM1-OPRD1 inv	DSG3 Ab inh	V-ATPase pHluor	C-LANA FP	Arrestin-AP2 inh	OPRM1-OPRD1 ag	cardiac RTF act	Keap1-Nrf2 PPI	Wnt act
Nc1ccccc1/C=C/c1ccccc1N	3	18	118	0	1.5	34	-3.7	1	-3	20
Cc1ccnc(Nc2nc(-c3ccc(F)cc3)cs2)c1	4	-12	112	-1	-0.9	3	2.5	-7	-1	0
N#Cc1c(-c2ccccc2)c(-c2ccccc2)nn(CC(=O)NNC(=O)Nc2ccccc2)c1=O	-10	14	104	5	0.4	1	-2.4	1	0	.
N#CCOc1nc(N2CCCC2)nc(N2CCCC2)n1	-8	-5	.	-2	3.4	15	0.7	-6	2	-4
CCc1cccc(CC)c1N1C(=O)c2cc(N3CCOCC3)c([N+](=O)[O-])cc2C1=O	-4	-8	106	1	-0.7	-20	1.6	-5	-2	4
COc1ccccc1-n1cnnc1SCC(=O)N1CCN(S(=O)(=O)c2ccccc2)CC1	-12	13	.	-3	1.8	-5	-2.2	-3	2	.
CCOc1ccccc1NC(=S)Nc1ccc2cn[nH]c2c1	7	-9	109	-3	-14	-14	1.7	0	-3	-2
C/C(Cn1cnc([N+](=O)[O-])n1)=N\NC(=O)c1cccc(F)c1	2	11	111	5	0.4	3	-1.8	16	-4	4
Cc1ccc(OCCNc2ccc(S(=O)(=O)N3CCCC3)cn2)cc1	-7	7	100	-4	-0.8	10	-1.4	-4	-5	-5
CC1Sc2ccc(S(=O)(=O)N(C)Cc3ccccc3)cc2NC1=O (centres undefined)	-6	-9	97	-3	-0.1	28	1.7	-5	1	0
COc1ccc(NC(=O)C2(c3ccc(NC(=O)c4ccc(C)cc4)cc3)CCCC2)cc1	-5	3	100	-9	-0.2	-3	-0.5	0	5	-3
O=C(NCC(c1cccs1)N1CCOCC1)c1cccc([N+](=O)[O-])c1 (centres undefined)	-3	11	.	53*	-0.3	-7	-2.0	1	2	.
CC(Cc1cccs1)NC(=S)Nc1ccc(Cl)cc1 (centres undefined)	8	-26	109	-5	-1.0	11	5.2	-9	0	7
O=C(NNC(=O)c1cc2cc3ccccc3nc2s1)c1cccc(Cl)c1	-10	7	97	-2	-1.1	-1	-1.5	-4	7	-2
Cc1ccc2c(CSc3nncn3C)cc(=O)oc2c1C	-8	0	99	-3	-1.1	-11	0.0	2	-4	-1
CC(C)(C)n1ncc2c(=O)n(Cc3cccc(Cl)c3)cnc21	11	5	102	2	0.2	-9	-1.1	5	-3	-2
COc1ccccc1OCC(=O)Nc1cccc(-c2nnc(-c3ccco3)o2)c1	-23	11	104	1	0.9	15	-2.0	-6	-4	6
CCOC(=O)C1=C(c2ccccc2)OC(N)=C(C#N)C1c1cccnc1 (centres undefined)	-7	13	98	1	1.2	23	-2.8	-1	-3	-1
Cc1nc(N2CCC(C)CC2)c2c(C)c(C(=O)Nc3cccc(C(F)(F)F)c3)sc2n1	7	-21	104	-3	-1.1	0	2.9	0	1	0
COc1ccc([N+](=O)[O-])cc1NC(=O)C(C)c1ccccc1 (centres undefined)	-4	10	126	1	-1.2	-23	-1.8	-4	-1	.
CCc1ccc(C(=O)NNC(=O)C2CC(=O)N(Cc3ccccc3)C2)cc1 (centres undefined)	-10	10	99	-4	0.3	20	-1.9	2	3	2
O=C(COC(=O)Cc1c(F)cccc1Cl)NC1CCS(=O)(=O)C1 (centres undefined)	7	9	100	-7	3.4	-2	-1.7	0	1	-6
Cc1ccc(-c2cc3c(N=O)c4ccccc4c-3n[nH]2)cc1	-5	13	81	3	-0.9	-2	-2.6	-2	3	.
COc1cc2c(c(OC)c1OC)-c1c(cc3c(c1O)OCO3)C[C@@H](C)[C@@H](C)C2	3	-37	103	1	-1.4	-2	6.7	1	-5	-1
Cn1c(Sc2ccc(Cl)cc2)c(C=O)c2ccccc21	-9	-53	107	2	-0.1	6	9.4	0	-2	.
CC(=O)C[C@H]1c2cc(C(F)(F)F)ccc2S(=O)(=O)N1C1CCCC1	-2	14	100	0	0.3	30	-2.5	5	-6	2
CC(=O)OCC(=O)[C@H]1CC[C@H]2[C@@H]3CCC4=CC(=O)CC[C@]4(C)[C@H]3CC[C@]12C	-8	5	104	-1	-0.9	0	-0.9	0	-6	-5
O=C(CSc1nc2ccccc2c(=O)n1CC1CCCO1)NCc1ccccc1 (centres undefined)	7	16	109	-6	-0.2	22	-3.0	-4	2	-3
Cc1ccc(CNC(=O)CC(C)S(=O)(=O)c2ccc3c(c2)NC(=O)CO3)cc1 (centres undefined)	0	20	.	2	0.5	-8	-3.9	3	1	-2
COc1ccc(S(=O)(=O)N2CCN(C(=O)c3cc4c(s3)CCC4)CC2)cc1	13	0	82	-3	-1.1	-16	0.1	-3	0	-1
C=CCOc1ccccc1CN1CCCCCC1	-10	1	108	-5	-0.7	4	-0.3	3	-6	27
CCSc1nc2c([nH]1)c(=O)n(C)c(=S)n2C	-6	6	120	5	-1.0	8	-1.3	-4	-5	11
COc1ccc(C(=O)CCC(=O)Nc2cccnc2)c(OC)c1	1	-1	109	-1	0.6	4	0.2	7	-1	2
Cc1ccccc1-c1cccc([C@@H]2C[C@H]3[C@H](CON3C)CN2Cc2ccccc2)c1	-2	7	106	1	0.5	-3	-1.4	-9	-5	-1
C=CCNC(=O)C1CCC(=O)N1S(=O)(=O)c1ccc(C)cc1 (centres undefined)	3	14	116	1	-6.1	8	-2.8	2	-2	0
Cc1c(O[C@@H]2O[C@H](CO)[C@@H](O)[C@H](O)[C@H]2O)ccc2c1oc(=O)c1ccccc12	-9	19	93	-3	-2.0	-10	-4.2	4	4	0
NC1=NC(=O)CC(C(=O)NCc2ccccc2)S1 (centres undefined)	7	-3	106	-2	-0.9	-14	0.5	0	-6	.
O=C(OCc1ccc(Br)cc1)c1cccnc1	-1	10	99	2	0.4	-4	-2.0	-2	-1	-1
CC(C)(C)c1ccc(C(=O)OCCN2CCCCC2)cc1	-5	-2	94	0	-2.1	8	0.4	0	-3	1
COc1ccc(/C=N/N2CCOCC2)cc1Cn1nc(C)c([N+](=O)[O-])c1C	-10	20	112	-1	1.6	9	-4.0	7	3	4
CCC(C)C(NC(=O)OC(C)(C)C)C(=O)NC(Cc1ccccc1)C(=O)OC (centres undefined)	-6	7	104	1	-0.2	6	-1.3	-2	2	-5
CCCN1Cc2cccc(C(=O)N3CCN(c4ccc(F)cc4)CC3)c2C1=O	11	20	98	2	0.2	16	-3.3	-6	2	3
O=C(CSc1nc2ccccc2c(=O)n1-c1ccc(OC(F)F)cc1)NCc1cccs1	-11	14	111	1	0.4	-8	-2.6	1	-1	2
CCOc1ccccc1CN1C(=O)NC(C)(c2ccccc2)C1=O (centres undefined)	-5	25	.	-2	0.3	-1	-4.1	-2	-7	-4
Cc1cc(C(F)(F)F)c(C#N)c(=O)[nH]1	0	-2	121	-7	0.8	-2	0.4	7	4	.
Cc1ccc(C(=O)NNS(=O)(=O)c2ccc(F)cc2)cc1	-10	7	109	4	-1.4	-5	-1.4	3	-4	1
O=C(CSc1nccc(=O)[nH]1)NN(c1ccccc1)c1ccccc1	-2	1	105	4	-0.1	-2	-0.2	-2	-4	-2
CCOC(=O)C1=C(N)Oc2c(oc(CO)cc2=O)C1c1ccc(Cl)cc1 (centres undefined)	-2	0	108	-4	3.7	42	-0.1	-4	-4	0
Cc1ccc(NC(=O)c2ccccc2F)cc1S(=O)(=O)N1CCCCCC1	-2	6	102	0	0.5	17	-1.3	3	1	-3
Cc1nn(-c2ccc(F)cc2)c2nc(N)c(C#N)c(-c3ccc(O)c(O)c3)c12	2	-16	95	-4	6.6	8	3.6	-1	2	0
CCCCCOC(=O)c1[nH]c2c(c1C)C(=O)CC(c1ccco1)C2 (centres undefined)	-5	-10	105	-4	1.3	-1	1.9	3	3	.
COc1ccc(S(=O)(=O)NCc2ccco2)c2ccccc12	-6	-29	99	-3	0.4	-5	5.2	-3	0	-1
Cc1c(C(=O)CN2CCCC(C)(C)C2)c2ccccc2n1C	-15	-6	101	0	0.6	10	1.4	1	-5	1
O=c1oc2c(-c3ccc([N+](=O)[O-])cc3)cc(O)cc2s1	-3	-17	111	-1	-0.3	-2	3.2	0	-10	17
CCC(=O)Nc1nc(-c2ccc3c(c2)CC(C)N3S(C)(=O)=O)cs1 (centres undefined)	0	18	105	2	0.7	-6	-3.9	-6	-5	7
COc1cc(C)nc(NS(=O)(=O)c2ccc(C)cc2)n1	2	1	.	4	0.1	3	-0.3	1	-2	-1
CSc1nnc(N(CCC#N)CCC#N)s1	-15	-20	98	.	-0.6	14	3.4	21	-2	.
Cc1cccc(C)c1NC(=O)CN(C)C(=O)c1ccccc1Cc1ccccc1	-4	3	102	1	1.4	-3	-0.4	-2	-3	-2
Cc1ccccc1C(=O)Nc1cc(-c2cc(C(C)(C)C)oc2C)nn1C	9	5	104	-2	-0.7	37	-0.9	-5	1	-1
COc1cc2[nH]c3c(N4CCN(c5ccc(Cl)cc5)CC4)ncnc3c2cc1OC	-8	-19	122	-1	0.4	7	3.2	-24	4	.
Further compounds
SMILES	Cardiac RTF inh	OPRM1-OPRD1 inv	DSG3 Ab inh	V-ATPase pHluor	C-LANA FP	Arrestin-AP2 inh	OPRM1-OPRD1 ag	cardiac RTF act	Keap1-Nrf2 PPI	Wnt act
CCc1ccc(N2CC(C(=O)OCC(=O)Nc3cc(C)on3)CC2=O)cc1 (centres undefined)	1	16	.	-2	0.6	18	-2.6	-4	-4	-4
Cn1c(CSCc2ccc(Cl)cc2)nnc1SCC(=O)Nc1nc2ccccc2s1	-7	-4	101	-2	0.0	7	0.8	0	-1	0
Fc1cc(F)cc(-c2oncc2-c2nnnn2-c2ccccc2)c1	-5	-3	112	5	0.5	15	0.6	3	-3	3
COC(=O)N/N=C/c1ccc(OC(=O)/C=C/c2ccco2)cc1	.	.	113	-1	.	-7	.	.	.	53*

Record cards (already shown). Order of values: Cardiac RTF inh, OPRM1-OPRD1 inv, DSG3 Ab inh, V-ATPase pHluor, C-LANA FP, Arrestin-AP2 inh, OPRM1-OPRD1 ag, cardiac RTF act, Keap1-Nrf2 PPI, Wnt act
`COC(=O)N/N=C/c1ccc(OC(=O)/C=C/c2ccco2)cc1` is entered as ., ., 113, -1, ., -7, ., ., ., 53*
`Fc1cc(F)cc(-c2oncc2-c2nnnn2-c2ccccc2)c1` is entered as -5, -3, 112, 5, 0.5, 15, 0.6, 3, -3, 3
